Source: PubChem
G6PDH counter – counter-screen for G6PDH assay hits: L. mesenteroides G6PDH inhibition | inhibition, % at 5 µM | Purified L. mesenteroides G6PDH, diaphorase/resazurin coupled fluorescence, 45 min | AID 1020 | hit rate 0.12% among 200,000; in the data active means inhibition above about 50%
PMI act satM6P – PMI (human) activation, high substrate. P34949. activation factor at 20 µM. hit rate 0.34% among 190,000. AID 1216. coupled PMI enzyme assay, resazurin fluorescence, 20 min; hits give high values; 1 = untreated enzyme, 0 = substrate-free blank;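 active means activation factor of 2 or more at 20 µM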
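Test system: human PMI in coupled enzyme assay; Input: PMI at 15 ng/mL final; Medium: HEPES buffer, pH 7.4; Schedule: 20 min incubation at room temperature; Technique: resorufin fluorescence at Ex 544/Em 590 nm; Compound: 20 µM single dose; Probe or stimulus: Near-saturating mannose-6-phosphate, 1.0 mM.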
FLuc stim CS – affects firefly luciferase, flagging false hits in luciferase stimulation screens; 200,000 tested, under 10 active; ATPlite luciferase biochemical, luminescence, 10 min; 0 = ATP-free wells, 1 = DMSO control; activation factor at 10 µM;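 active means luciferase activation factor, scaled between plate controls, of at least 2 with compound at 10 µM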
Target sequence (P08659 whole entry, looked up): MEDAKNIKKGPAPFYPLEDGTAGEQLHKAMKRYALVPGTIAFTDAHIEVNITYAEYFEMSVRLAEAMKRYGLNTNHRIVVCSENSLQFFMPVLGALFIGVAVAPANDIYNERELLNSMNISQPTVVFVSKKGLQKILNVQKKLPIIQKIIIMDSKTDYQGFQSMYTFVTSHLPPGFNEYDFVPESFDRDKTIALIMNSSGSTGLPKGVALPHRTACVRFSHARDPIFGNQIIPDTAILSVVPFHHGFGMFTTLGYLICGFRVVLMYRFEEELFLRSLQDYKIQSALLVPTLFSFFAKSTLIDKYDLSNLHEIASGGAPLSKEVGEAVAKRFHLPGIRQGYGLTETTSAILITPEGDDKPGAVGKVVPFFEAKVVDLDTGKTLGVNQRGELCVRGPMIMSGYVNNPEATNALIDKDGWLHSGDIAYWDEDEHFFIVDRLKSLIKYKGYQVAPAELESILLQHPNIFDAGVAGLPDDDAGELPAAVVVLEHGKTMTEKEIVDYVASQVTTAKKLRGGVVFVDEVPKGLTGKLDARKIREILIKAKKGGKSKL
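test system = cell-free luciferase reagent | medium = PBS as buffer for the ATP substrate | dosing = test compounds dosed from 2 mM stocks in 100% DMSO | incubation = 10 min at ambient temperature | detection = luminescence measurement of luciferase light output | benchmarks = low control with PBS replacing ATP, high control enzyme plus ATP without compound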
TNAP act hi DEA – activators of human TNAP at high phosphate acceptor concentration. 200,000 tested, under 10 active. purified TNAP, CDP-star luminescence, 1 M DEA, 30 min; hits give high values; 0 = EDTA background, 1 = DMSO-only activity. AID 1136. activation factor at 20 µM. P05186;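 active means activation factor at least 2 at 20 µM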
Target sequence (P05186 whole entry, looked up): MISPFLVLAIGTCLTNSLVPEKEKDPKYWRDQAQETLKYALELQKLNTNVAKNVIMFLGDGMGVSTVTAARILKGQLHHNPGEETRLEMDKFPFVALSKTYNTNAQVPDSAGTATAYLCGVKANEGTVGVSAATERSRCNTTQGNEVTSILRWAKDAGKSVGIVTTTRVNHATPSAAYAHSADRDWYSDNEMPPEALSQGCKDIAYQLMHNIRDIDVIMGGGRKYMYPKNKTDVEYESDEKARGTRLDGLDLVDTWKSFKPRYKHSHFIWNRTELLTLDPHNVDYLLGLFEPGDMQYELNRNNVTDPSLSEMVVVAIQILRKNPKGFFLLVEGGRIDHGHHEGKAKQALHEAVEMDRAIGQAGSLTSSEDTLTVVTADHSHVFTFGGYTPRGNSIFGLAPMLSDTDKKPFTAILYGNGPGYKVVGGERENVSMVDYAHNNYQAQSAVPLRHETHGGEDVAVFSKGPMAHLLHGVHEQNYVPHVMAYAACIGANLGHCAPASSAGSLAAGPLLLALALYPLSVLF
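Test system – human TNAP · Doses – 20 µM single point · Incubation – 30 min, room temperature · Signal – luminescent substrate turnover signal · Read-out basis – activation factor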
TNAP inh hiacc – blocks human TNAP under high phosphate acceptor concentration. hit rate 0.03% among 200,000. inhibition, % at 20 µM. AID 1135. purified TNAP, CDP-star luminescence, 1 M DEA. P05186;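 active means over 50% inhibition of tissue-nonspecific alkaline phosphatase at 20 µM in the single-dose screen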;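 further: plate controls were DMSO wells for no effect and EDTA-quenched wells as full inhibition for full effect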
Diaphorase inh – counter-screen for diaphorase-based assays: diaphorase inhibitors and chemical oxidizers. diaphorase resazurin-to-resorufin fluorescence, NADH, 16 min; bacterial (C. kluyveri) enzyme, not human. AID 1217. inhibition, % at 20 µM. hit rate 0.69% among 190,000;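 active means primary screen inhibition at 20 µM above a set limit, cut at about 50% in these data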;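 further: plate controls were DMSO with full reaction for no effect and wells lacking NADH for full effect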
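Assay system – diaphorase enzyme from Clostridium kluyveri · Amount – diaphorase 0.14 U/mL (working solution) · Times – reaction incubation of 16 min at room temperature · Controls – No-NADH positive control and DMSO neutral control · Signal – resorufin fluorescence 544/590 nm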
Diaph act CS – diaphorase activation or chemical reduction counter-screen. Diaphorase/resazurin coupled assay, resorufin fluorescence, 16 min; hits give high values; 1 = vehicle wells, 0 = NADH-free wells. activation factor at 20 µM. hit rate 0.005% among 190,000. AID 1229;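 active means diaphorase activity raised at least twofold by the compound at 20 µM; inactive means activation factor below 2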
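System – purified diaphorase enzyme from Clostridium kluyveri · Input – enzyme 0.07 U/mL final · Also added – final NADH 0.114 mM, resazurin 0.1 mM · Measured by – fluorescence of resorufin, 544 nm excitation, 590 nm emission · Timing – 16 min enzyme reaction, ambient temperature · Measure – resorufin increase flagging diaphorase activators or reducers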
HMGR II inh – E. faecalis class II HMG-CoA reductase inhibition; purified E. faecalis HMGR, NADPH absorbance 340 nm kinetic; inhibition, % at 10 µM; hit rate 0.41% among 190,000; AID 1066;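 active means inhibition above a set limit, the median over all tested compounds plus 3 SD, cut at about 9.5% in these data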;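 further: enzyme runs in reverse so mevalonate oxidation gives rising NADPH absorbance; 0% = complete reaction with DMSO and 100% = background rate lacking mevalonate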
PMI act – increases human mannose-6-phosphate isomerase activity | P34949 | activation factor at 20 µM | hit rate 0.005% among 190,000 | purified human PMI, coupled resazurin fluorescence, 20 min; hits give high values; 1 = vehicle control, 0 substrate-free wells;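 active means activation factor of 2 or more at 20 µM, relative to plate controls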
TNAP inh noacc – blocks human TNAP activity with no phosphate acceptor present. hit rate 0.26% among 200,000. purified TNAP, CDP-star luminescence, 30 min. inhibition, % at 20 µM. P05186;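 active means tissue-nonspecific alkaline phosphatase inhibition above about 50% at 20 µM in the single-dose screen, limit read from the data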;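 further: 0% = DMSO negative control and 100% = EDTA positive control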
* hit, by the source's call; x = no result given.

SMILES	G6PDH counter	PMI act satM6P	FLuc stim CS	TNAP act hi DEA	TNAP inh hiacc	Diaphorase inh	Diaph act CS	HMGR II inh	PMI act	TNAP inh noacc
CCCCN(CC)C(=O)c1cccc(Cl)c1	24	1.1	0.9	1	-1	5	1	-6	1	-5
CCOc1ccc(/C=N/NC(=O)c2cc(-c3cccn3C)n[nH]2)cc1	-7	1	1	0.9	7	8	0.9	0	1	79*
O=C(Nc1cccc(-c2nnn(CC(=O)N3CCc4ccccc4C3)n2)c1)C1CCC1	4	1	1	1	-1	6	0.9	5	1	-16
Cc1ccc(N(CC(=O)NCc2ccncc2)S(C)(=O)=O)cc1Cl	19	1.1	1	1	-3	1	1	2	1	-11
Nc1cc(C(F)(F)F)ccc1Nc1ccccc1	12	0.9	0.9	1	0	14	0.9	-3	0.9	-6
CCN(c1ccccc1)S(=O)(=O)c1ccc2[nH]cc(C(=O)NCCOC)c(=O)c2c1	-5	0.8	1.1	1	-2	24	0.8	-1	0.9	-12
c1ccc(CCc2nc(-c3ccc(-n4cccc4)cc3)no2)cc1	-4	1	1	1.1	-13	22	0.8	-1	1	-17
COc1ccc(-c2nc(N)n(C(=O)c3ccccc3Cl)n2)cc1	9	0.9	1.1	1	3	20	0.8	-3	0.9	39
CCC(C)Sc1nc(C)nc2c1c(=O)n(C)c(=O)n2C (configuration not stated)	-4	1	1.1	1.1	-8	27	0.7	4	1	-14
CCc1ccc(NC(=O)c2ccc3ncsc3c2)cc1	6	1	0.6	1.1	-7	15	0.9	2	1	-12
O=C1Nc2ccc(F)cc2C12Nc1ccccc1-c1nnc(SCc3ccccc3)nc1O2 (configuration not stated)	3	0.7	1	1	0	12	0.9	1	0.8	1
COc1cc2[nH]c(=S)n(CCCN3CCOCC3)c(=O)c2cc1OC	2	0.9	1	1	-3	-7	1.1	-7	0.9	-10
CN(C(=O)c1ccc(Cl)c(S(=O)(=O)N2CCOCC2)c1)c1ccccc1C(=O)O	2	1	1	1.1	-5	13	0.9	0	1	-11
CC(C)(C)c1cc(Cl)c(O)c(NC(=S)NC(=O)c2cccnc2)c1	7	1.1	1	1	0	-1	1	-1	1.1	-24
CC1=[N+](C)N(c2ccccc2)C(=O)C1N=Cc1c(Cl)cccc1Cl (configuration not stated)	11	0.9	1	1	-1	16	0.8	0	0.8	-1
COCCNC(=O)c1csc2c1CCCC2	14	0.8	1.1	1	-1	18	0.8	0	0.9	-3
CCOC(=O)/C(C#N)=C/c1ccc(-c2ccsc2C(=O)OC)o1	5	1.1	1.1	1	-1	12	0.9	-8	1	6
CC(c1ccccc1)C1CC(=O)N(CC(=O)O)C1=O (configuration not stated)	-9	0.9	1	1	0	10	0.9	1	0.9	-7
O=c1[nH]c(CN2CCN(c3ccc(O)cc3)CC2)nc2scc(-c3ccc(Cl)cc3)c12	11	0.7	1	1	-1	31	0.7	0	0.9	1
CC(C)n1c(=O)[nH]c2ccccc21	-6	1	1	1.1	-5	15	0.9	-4	1	-11
Cc1oc(-c2ccc3c(c2)OCCO3)cc1C(=O)NC(CCC(=O)O)C(=O)O (configuration not stated)	4	1.1	1	1.1	-5	12	0.9	0	1.1	-10
Cc1c(-n2c(SCC(N)=O)nc3ccccc3c2=O)c(=O)n(-c2ccccc2)n1C	0	1	1	1	-4	6	0.9	-1	1.1	-19
O=C1c2cccc3cccc(c23)C(=O)N1CCCSc1ncn[nH]1	-7	1.1	1	0.7	30	-2	1	-6	1.1	24
CCN(CC)S(=O)(=O)c1ccc(Cl)c(NC(=O)COC(=O)c2cccn2C)c1	-1	0.9	1	1	-4	12	0.9	-5	0.9	-6
Cc1ccc(S(=O)(=O)Nc2ccc(N3CCCCC3)cc2)cc1	7	0.9	1.1	1	-1	0	1	-2	0.9	10

Complete entries, quoted from the list:
`CCN(c1ccccc1)S(=O)(=O)c1ccc2[nH]cc(C(=O)NCCOC)c(=O)c2c1` is entered as G6PDH counter: -5; PMI act satM6P: 0.8; FLuc stim CS: 1.1; TNAP act hi DEA: 1; TNAP inh hiacc: -2; Diaphorase inh: 24; Diaph act CS: 0.8; HMGR II inh: -1; PMI act: 0.9; TNAP inh noacc: -12
`Cc1ccc(S(=O)(=O)Nc2ccc(N3CCCCC3)cc2)cc1` is entered as G6PDH counter: 7; PMI act satM6P: 0.9; FLuc stim CS: 1.1; TNAP act hi DEA: 1; TNAP inh hiacc: -1; Diaphorase inh: 0; Diaph act CS: 1; HMGR II inh: -2; PMI act: 0.9; TNAP inh noacc: 10

(more compounds)
SMILES	G6PDH counter	PMI act satM6P	FLuc stim CS	TNAP act hi DEA	TNAP inh hiacc	Diaphorase inh	Diaph act CS	HMGR II inh	PMI act	TNAP inh noacc
CCCCOC(=O)CSc1nc(N)c(C#N)c(-c2ccc(OC)cc2)c1C#N	3	0.9	1.1	1.1	-5	25	0.7	1	0.9	-12
CC(=O)/C(=N\Nc1ccccc1Cl)Sc1nnc(-c2ccccc2)n1-c1ccccc1	-6	1.3	1.1	1	2	12	0.9	-1	1.4	12
Cc1cc(C)nc(N/N=C/c2ccco2)n1	-5	1	1	1.1	-6	12	0.9	0	1	-14
CC(C)CC(OC(=O)c1nsc(Cl)c1Cl)C(=O)NCc1cccs1 (configuration not stated)	3	0.9	1	1	3	7	0.9	2	0.9	-4
CCOC(=O)Cn1c(C(C)=O)nc2ccccc21	-1	1	1.1	1	0	8	0.9	-3	1.1	-8
CCCNc1nc(OCC(F)(F)F)nc(OCC(F)(F)F)n1	0	1	1.1	1	-4	12	0.9	-1	1	-9
COc1ccc(OC)c2sc(NC(=O)CCSc3ccccc3)nc12	-23	1	1.1	1.1	-6	-6	1.1	-7	1	4
OCCOc1ccc(C2=NCCO2)cc1	-7	1	1	1	-2	8	0.9	1	0.9	-8
CO/N=C(\c1nonc1N)N1CCN(c2ccc([N+](=O)[O-])cc2Cl)CC1	2	0.9	1	1	0	15	0.9	-5	0.8	2
CC(=O)Nc1sc(C)c(C)c1CN1CCN(S(=O)(=O)c2ccccc2)CC1	5	1	1.1	1.1	-9	-4	1	-1	1	1
CCN/N=C(\Cc1nc2ccccc2[nH]1)c1ccccc1	-6	0.9	1	1	2	11	0.9	9	1	-9
CN(C)CCNc1nc2c(c(=O)[nH]c(=O)n2C)n1CC(O)COc1ccc(Cl)cc1Cl (configuration not stated)	0	1.1	1	1	-5	-9	1.1	-9	1.1	-2
Cc1ccc2c(COC(=O)C34CC5CC(CC(C5)C3)C4)cc(=O)oc2c1	12	1.1	1	1	1	4	1	4	1.1	10
COc1cccc(/C=C/C(=O)c2c(O)cc(C)oc2=O)c1O	0	1	1	0.9	9	9	0.9	-3	0.9	2
CCC(=O)NNc1nc2c(C)c(C)ccc2s1	1	0.8	1	1.1	-5	28	0.7	-1	0.9	-150
Cc1ccc2cc(CCNC(=O)c3ccc4c(c3)OCO4)c(=O)[nH]c2c1	-28	1	1.1	1.1	-6	23	0.8	-8	0.9	0
Cc1nc2nc[nH]n2c(=O)c1CCOC(=O)c1c(F)cccc1F	10	1.1	0.9	1	-2	0	1	-3	1.2	-10
COc1ccc(N(CC(=O)NCc2ccncc2)S(=O)(=O)c2ccccc2[N+](=O)[O-])c(OC)c1	10	x	1.1	1	-3	x	x	3	x	-7
COC(=O)c1ccc(CNC(=O)c2cc3ccccc3oc2=O)cc1	-7	1.1	1.1	1	1	1	1	8	1.1	-13
N#C/C(=C(/O)COc1cccc2ccccc12)c1nc2ccccc2[nH]1	-46	1	1	1	-2	2	1	-2	1	-13
Cc1ccc(Cl)cc1N1CCN(CC(O)COCc2ccco2)CC1 (configuration not stated)	-3	1	1	1	-1	19	0.8	-4	0.9	-12
O=C(CC(Cc1ccccc1)C(=O)O)NCCc1ccc2c(c1)OCO2 (configuration not stated)	-22	0.9	1.1	1	-4	16	0.8	-2	1	-14
COc1cccc(N(C(=O)CCl)C(C(=O)NCCc2ccccc2)c2cccs2)c1 (configuration not stated)	-8	1	1.1	1	-3	0	1	0	1.1	-6
CC(C)Cc1nnc(NC(=O)CCN2C(=O)c3ccccc3C2=O)s1	0	0.9	1.1	1.1	-7	19	0.8	-3	1	-8
COc1ccccc1NC(=O)c1cccc(S(=O)(=O)N2CCOCC2)c1	2	1	1	1	-4	18	0.8	-3	1	-6

A run of entries of the results above, for reference:
SMILES	G6PDH counter	PMI act satM6P	FLuc stim CS	TNAP act hi DEA	TNAP inh hiacc	Diaphorase inh	Diaph act CS	HMGR II inh	PMI act	TNAP inh noacc
N#C/C(=C(/O)COc1cccc2ccccc12)c1nc2ccccc2[nH]1	-46	1	1	1	-2	2	1	-2	1	-13
Cc1ccc(Cl)cc1N1CCN(CC(O)COCc2ccco2)CC1 (configuration not stated)	-3	1	1	1	-1	19	0.8	-4	0.9	-12
O=C(CC(Cc1ccccc1)C(=O)O)NCCc1ccc2c(c1)OCO2 (configuration not stated)	-22	0.9	1.1	1	-4	16	0.8	-2	1	-14

Other results
SMILES	G6PDH counter	PMI act satM6P	FLuc stim CS	TNAP act hi DEA	TNAP inh hiacc	Diaphorase inh	Diaph act CS	HMGR II inh	PMI act	TNAP inh noacc
O=C(CCS(=O)(=O)c1cccc2nsnc12)N1CCN(C(=O)c2ccco2)CC1	-13	1	1	1	3	6	0.9	-5	1	-9
Cc1cccc(NC(=O)c2cc(=O)n(Cc3ccccc3)c(=O)[nH]2)c1	1	1	1	1.1	-6	6	0.9	-3	1.1	-16
COCCn1c(SCC(=O)c2ccc3c(c2)OCCO3)nnc1-c1ccco1	3	0.9	1	1.1	-7	17	0.8	-2	0.9	-8
Cc1noc(C)c1Cc1c(Cl)cccc1Cl	1	1	1.1	1.1	-7	14	0.9	-9	0.9	-13
CCn1cc(CNCc2cn(-c3ccccc3C)nc2-c2ccc(OC)c(F)c2)cn1	12	1	1.1	1.1	-9	12	0.9	-3	1	-4
O=C(CCC(=O)Nc1ccc(F)cc1)N/N=C/c1ccc(O)cc1O	-11	1.1	1	1	1	34	0.7	6	1	-121

Quoted from the listing:
`O=C(CCC(=O)Nc1ccc(F)cc1)N/N=C/c1ccc(O)cc1O` – G6PDH counter: -11
`O=C(CCS(=O)(=O)c1cccc2nsnc12)N1CCN(C(=O)c2ccco2)CC1` – PMI act: 1
`COCCn1c(SCC(=O)c2ccc3c(c2)OCCO3)nnc1-c1ccco1` – Diaphorase inh: 17
